High-throughput results deposited in PubChem BioAssay by National Center for Advancing Translational Sciences (NCATS).
ALOX15B inhib: qHTS Assay for Inhibitors of 15-hLO-2 (15-human lipoxygenase 2) | Polyunsaturated fatty acid lipoxygenase ALOX15B (Homo sapiens), O15296 | purified 15hLO-2, xylenol orange hydroperoxide absorbance | Potency, µM (titrated, usually from 57.1 µM), for inactives: top-dose activity change, negative = inhibition, usual class: inhibitors | 0.56% of 110,000 active | AID 881, 2007; also: potency is read from the fitted curve at half-maximal effect; nearly all actives have a fitted effect of over 60% in size; many of its hits are not listed in these tables
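Enzyme 50 nM, AA 45 uM, 25 mM Hepes pH 7.5 + 0.01% Triton X-100; cpd preinc 15 min RT, rxn 90 min RT; stop/detect with 200 uM XO + 300 uM Fe(II) in 50 mM H2SO4, 30 min; A573/A405.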
IMPase inh: qHTS Assay for Identifying the Cell-Membrane Permeable IMPase Inhibitors; Inositol monophosphatase 1 (Rattus norvegicus), P97697; CHO-M1 cells, IP1 accumulation, HTRF TR-FRET ratio; inhibition (IP1 accumulation), % at 46.1 µM; 120,000 tested, under 10 active; active = well fitted curve in the direction sought with a large enough effect in the signal ratio, not every such curve was filed as active; inconclusive = small, poorly fitted or top-dose-only effect, or a change in a side signal; inactive = no such curve, though single readings can be large or run the other way; the % refers to the signal ratio;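 also: cells stimulated with carbachol in lithium chloride buffer; plate controls were DMSO basal wells for no effect and reference inhibitor wells for full effect; higher means more IMPase inhibition seen as more IP1 and lower FRET ratio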
Target sequence (P97697 whole entry, looked up): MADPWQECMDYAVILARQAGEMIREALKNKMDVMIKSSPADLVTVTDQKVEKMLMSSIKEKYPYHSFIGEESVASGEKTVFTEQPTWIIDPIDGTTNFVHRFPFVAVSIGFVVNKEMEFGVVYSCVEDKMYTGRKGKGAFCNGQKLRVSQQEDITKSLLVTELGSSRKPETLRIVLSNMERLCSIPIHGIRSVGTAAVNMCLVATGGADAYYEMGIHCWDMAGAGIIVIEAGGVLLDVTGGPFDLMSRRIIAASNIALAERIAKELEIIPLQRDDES
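Seeded CHO-M1 cells were dosed with compound at up to 46 uM, stimulated with carbachol for 30 min, then lysed in IP-One detection reagents. Higher IP1 lowers the TR-FRET signal.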
PNC inhibitor: High Content Assay for Compounds that inhibit the Assembly of the Perinucleolar Compartment | PC3M PTB-GFP, PNC prevalence imaging, 16 h; active compounds read low | activity change (PNC), negative = inhibition, % at 10 µM | 3.1% of 140,000 active;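 active = readout at or below -70, meaning at least 70% loss of cells showing the perinucleolar compartment, a nuclear body marking cancer cells; inconclusive = readout between -30 and a set limit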;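 also: plate controls were DMSO wells for no effect and camptothecin positive control wells for full effect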
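Compounds are pinned in duplicate onto adhered PC3M cells stably expressing GFP-tagged PTB and incubated 16 h at 37 C. Cells are then fixed, nuclei stained with Hoechst, and PNC-positive cells counted.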
12-hLO inh: qHTS Assay for Inhibitors of 12-hLO (12-human lipoxygenase); purified 12-hLO, xylenol orange hydroperoxide absorbance; Potency, µM (titrated, usually from 57.1 µM), without a hit: at the top dose activity change, negative = inhibition, hits mostly inhibitors; 0.12% of 150,000 active; also: potency is read from the fitted curve at half-maximal effect; nearly all actives have a fitted effect of over 55% in size; many of its hits are not listed in these tables
Target sequence (P18054 whole entry, looked up): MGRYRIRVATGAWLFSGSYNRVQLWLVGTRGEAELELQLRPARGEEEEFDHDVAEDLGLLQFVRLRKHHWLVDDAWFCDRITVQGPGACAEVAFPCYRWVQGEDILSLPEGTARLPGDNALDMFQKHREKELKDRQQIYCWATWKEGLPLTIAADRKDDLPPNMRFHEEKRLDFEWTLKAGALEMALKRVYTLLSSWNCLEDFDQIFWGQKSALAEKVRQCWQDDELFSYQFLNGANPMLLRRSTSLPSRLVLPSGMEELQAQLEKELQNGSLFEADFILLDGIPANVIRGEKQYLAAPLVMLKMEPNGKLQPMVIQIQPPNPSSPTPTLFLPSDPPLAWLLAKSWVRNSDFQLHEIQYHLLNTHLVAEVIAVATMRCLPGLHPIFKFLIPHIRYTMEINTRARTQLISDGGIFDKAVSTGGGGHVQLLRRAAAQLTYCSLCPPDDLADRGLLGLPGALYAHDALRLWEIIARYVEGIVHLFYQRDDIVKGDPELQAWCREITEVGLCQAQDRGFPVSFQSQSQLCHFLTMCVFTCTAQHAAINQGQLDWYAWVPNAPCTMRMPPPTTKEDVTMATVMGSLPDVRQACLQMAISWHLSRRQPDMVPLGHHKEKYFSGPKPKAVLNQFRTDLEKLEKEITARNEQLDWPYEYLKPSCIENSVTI
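150 nM 12hLO, 25 mM Hepes pH 7.0 + 0.01% Triton X-100; cpd preinc 15 min RT; 40 uM arachidonic acid, 30 min RT; Fe-XO 30 min; A573/A405 ratio as read-out.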
* = called active by the depositor; u = inconclusive; x = no result given; [ ] = remark or other dose. Unless noted, calls follow the shape of the dose curve; as a rule, active = well fitted curve in the direction sought with a large enough effect; inconclusive = small, poorly fitted or top-dose-only effect, or another doubt; inactive = no such curve, though single readings can be large; an effect the other way counts as inactive or inconclusive. Unless noted, % is scaled to controls: 0 for no effect and ±100 for the full control effect.

SMILES | ALOX15B inhib | IMPase inh | PNC inhibitor | 12-hLO inh
CCC(C)NC(=O)C1CCN(C(=O)c2ccccc2)CC1 (stereo not drawn) | 2% | -2 | -7 | -7%
Cc1ccc(S(=O)(=O)N2CCC(C(=O)NCc3cccnc3)CC2)cc1 | 0% | -7 | 24 | -11%
CC(C)NC(=O)NC(=O)COC(=O)c1ccc(NC(=O)CC#N)cc1 | -10% | -5 | u | -9%
O=C(CCSCc1ccccc1F)N1CCN(c2ccccn2)CC1 | -4% | 8 | 7 | -2%
O=C(NCc1ccc2c(c1)OCO2)c1ccc(NS(=O)(=O)c2ccc3c(c2)OCCO3)cc1 | x | -15[0.369 µM] | u | -1%
C[C@H](N)C(=O)O | 14% | -1 | x | -8%
COc1ccc(CC(=O)Nc2c3c(nn2C(C)(C)C)CS(=O)C3)cc1 (stereo not drawn) | 0% | 0 | 40 | 1%
COC(=O)c1ccccc1N/C=C/C(=O)c1ccc(Br)cc1 | x | x | -22 | -13%
CC(C)(Oc1ccc(Cl)cc1)C(=O)OCC(=O)Nc1ncc(Cl)cc1Cl | 3% | -9 | 67 | -3%
COc1ncnc(OC)c1NC(=O)c1ccc(F)cc1 | -8% | 2 | -12 | -2%
Cn1c(=O)c2cc(S(=O)(=O)N3CCN(c4cccc(C(F)(F)F)c4)CC3)ccc2n(C)c1=O | -5% | -1 | -4 | 9%
COc1ccccc1NC(=O)N(c1c(N)n(Cc2ccccc2)c(=O)[nH]c1=O)C1CCCC1 | 2% | -2 | -10 | -3%
CCOC(=O)c1ccccc1NC(=O)c1ccccc1SC | -12% | 12 | -80* | -24%
C=CCN1C(=O)C(Cc2ccc(OCC)cc2)S/C1=N\N=C\c1cccs1 (stereo not drawn) | 4% | 11 | 13 | -6%
CC1CCCN(c2nc3ccsc3c(=O)s2)C1 (stereo not drawn) | 3%[2.29 µM] | 9 | u | -6%
CC1CCCN(C(=O)COC(=O)c2n[nH]c3ccccc23)C1 (stereo not drawn) | 6% | -6 | 36 | -1%
Cc1c(NC(=O)C(C)OC(=O)c2cc(Cl)nc(Cl)c2)c(=O)n(-c2ccccc2)n1C (stereo not drawn) | x | x | -10 | 1%
Cc1csc(NC(=O)c2nc3nccc(C)n3n2)n1 | 9% | 4 | -7 | -5%
CCOC(=O)c1c(C)n(C)c2cc(-c3ccc(F)cc3)c(O)cc12 | x | -2 | 24 | -1%
COc1cc(OC)cc(C(=O)Nc2ccc(S(=O)(=O)N(C)C)cc2)c1 | -1% | 6 | u | -3%
Clc1cccc(CON/C=N/c2ncnc3sccc23)c1 | 18% | 3 | 66 | 3%
Cc1cc(C(F)F)n2ncc(C(=O)N3CCCCC3)c2n1 | x | u | -7 | 7%
COc1ccc(NC(=O)C(c2cc3c(cc2[N+](=O)[O-])OCO3)N(C)Cc2ccccc2)cc1 (stereo not drawn) | x | x | 6 | 1%
Cc1cc(-n2nc(C)cc2C)n2nc(C)c(-c3ccccc3)c2n1 | 3% | -3 | -2 | -4%
CCOC(=O)C1CCN(C(=S)Nc2cc(OC)c(OC)cc2C(=O)OC)CC1 | 7% | -22 | -22 | 1%
The listing continues.
SMILES | ALOX15B inhib | IMPase inh | PNC inhibitor | 12-hLO inh
CC1CCN(c2c([N+](=O)[O-])c(=O)n(-c3ccccc3)c3ccccc23)CC1 | 1% | 5 | 38 | 0%
CCCc1noc2c1/C(=N\O)CCC2 | -1% | -3 | 53 | 4%
COc1ccc(-n2c(Cn3c(=O)sc4ccccc43)nnc2SCC(=O)N2CCOCC2)cc1 | -2% | 2 | 6 | -2%
CN1CCN(c2nc(N3CCN(CCO)CC3)nc3ccccc23)CC1 | 24% | 9 | 8 | 2%
COc1ccc(OCCC(=O)NC2=NCCS2)cc1 | -4% | -7 | u | 1%
Nc1n[nH]c2c1C1(CCCC1)Cc1ccccc1-2 | 57%[activator] | -7 | -20 | -2%
Cc1ccc(-c2nnc(C)c(N3CC(C)OC(C)C3)n2)cc1 (stereo not drawn) | -2% | 5 | 19 | 3%
N#C/C(=C/c1ccc(F)cc1)c1nc(CCN2C(=O)c3ccccc3C2=O)cs1 | 3% | 35[activator] | 4 | 0%
O=C(CCC(=O)OCC(=O)c1ccc([N+](=O)[O-])cc1)NC1CCCCC1 | x | x | 29 | 2%
Clc1ccc(-c2csc(N3CCN(c4ccccc4)CC3)n2)cc1 | -3% | u | 28 | -3%
CCC(C)n1c(SCC(=O)Nc2cc(C)on2)nc2ccccc2c1=O (stereo not drawn) | -4% | 3 | 77 | -2%
CC(=O)c1ccc(OCC(O)COc2ccc(C(C)=O)cc2)cc1 | 3% | 14 | u | -2%
Cc1ccc2[nH]c(=O)c(CN(CC3CCCO3)S(=O)(=O)c3c(C)ccc4nsnc34)cc2c1 (stereo not drawn) | -2% | 7 | 4 | 3%
COc1cc(C2CC(=O)c3cnc(N4CCN(Cc5ccccc5)CC4)nc3C2)cc(OC)c1OC (stereo not drawn) | 31%[activator] | -4 | 18 | -1%
COc1ccc(-c2cn3c(C)c(C(=O)Nc4ccncc4)sc3n2)cc1 | 9% | u | u | 3%
CCCc1c(C)nc2c(Br)cccc2c1Cl | x | -4 | u | 5%
O=S(=O)(NCCOc1cccc2cccnc12)c1ccc(F)cc1 | 1% | 10 | u | -1%
COc1cccc(N(C(=O)CCl)C(C(=O)NCCc2ccccc2)c2cccs2)c1 (stereo not drawn) | x | x | -9 | -2%
O=C(NCCN1C(=O)S/C(=C\c2ccccc2)C1=O)C1CCN(S(=O)(=O)c2cccs2)CC1 | x | x | 31 | 3%
CCn1c(=O)c(C(=O)Nn2c(C)nc3ccccc3c2=O)c(O)c2ccccc21 | -10% | 5 | u | 1%
O=C(N/N=C/c1ccc(N2CCOCC2)o1)c1cccc([N+](=O)[O-])c1 | x | x | 42 | 0%
CCOc1ccccc1N(CC)C(=O)Cn1ncc2c(=O)oc3ccccc3c21 | x | 11 | -20 | -1%
c1ccc(NCCSc2nc3ccccc3s2)cc1 | -11%[11.4 µM] | x | x | 1%[11.4 µM]
CCSc1nc2sc3c(c2c(=O)[nH]1)CC(C)(CC)OC3 (stereo not drawn) | x | 6 | 46 | 5%
COC(=O)c1cc(Br)ccc1-c1ccc(/C=N/n2nnnc2N)o1 | -3% | 6 | 6 | -3%
Additional records follow.
SMILES | ALOX15B inhib | IMPase inh | PNC inhibitor | 12-hLO inh
N#Cc1c(Nc2ccccc2)sc(C(=O)c2ccccc2)c1N | -14% | 3 | 29 | -1%
Cc1cc2occ(CC(=O)NC3=NCCS3)c2cc1C(C)C | 26% | -7 | -16 | 2%
CCC(C(=O)NC(C)(C)C)N(C(=O)Cn1nnc(-c2ccccc2F)n1)c1cccc2c1CCCC2 (stereo not drawn) | -2% | 6 | 32 | -1%
COc1ccc2cc3[n+](cc2c1OC)CCc1cc2c(cc1-3)OCO2 | 4%[0.0915 µM] | u | 36 | -6%[0.00818 µM]
COc1c2ccoc2nc2c(OC)c(OC[C@H](O)C(C)(C)O)ccc12 | -1%[25.6 µM] | -7[20.6 µM] | x | 0%[25.6 µM]
Cc1cc(NC(=O)CN2CCN(c3ccc(O)cc3)CC2)no1 | u | 3 | -27 | -11%
CCCCN(C)C(=S)Nc1ccc(Oc2ccccc2)cc1 | x | 3 | -26 | -11%
O=C(Nc1ccc(Cl)cc1)Nc1nnc(CSCc2ccccc2)s1 | x | -5 | 40 | -4%
CCOc1cc(-c2noc(N)c2C#N)cc(OCC)c1OCC | 15% | 0 | 36 | 2%
COC(=O)c1ccccc1NC(=O)CSc1nc(O)cc(=O)n1C1CCCC1 | -23% | 6 | -89* | -4%
Cc1ccc(NC(=O)c2c([N+](=O)[O-])c(C(C)(C)C)nn2C)c(C)c1 | x | x | u | 0%
O=[N+]([O-])c1ccc(-c2ccc(/C=N/c3c(-c4ccco4)nc4ccccn34)o2)c(Cl)c1 | -19% | 15 | 20 | -7%
O=C(Cc1ccccc1)Nc1nc(-c2cccs2)cs1 | 8% | 5 | -7 | -7%
CCN=C1SC(C(=O)NCCc2ccccc2)CC(=O)N1CC (stereo not drawn) | -10% | u | u | -5%
Cc1nnc2sc(SCc3ccccc3)nn2c1=O | x | -4 | 11 | 1%
Cc1ccc(C(=O)CSc2nnc(Cn3nnc4ccccc43)n2C)cc1 | -6% | 6 | 0 | 1%
CCn1cc(NC(=O)Nc2ccc(OC)c(OC)c2)c(C(N)=O)n1 | x | x | 21 | -1%
CCOC(=O)Cn1nc(C)n(-c2ccc(C(C)(C)C)cc2)c1=O | 3% | 8 | 59 | 1%
CCCCN(C)CCn1c(=S)[nH]c2ncccc2c1=O | 0% | 4 | 15 | 0%
Cc1[nH]nc2ncc(C(=O)c3cc(Cl)cc(Cl)c3O)cc12 | 12% | -2 | 32 | -10%
O=C(OCC(=O)N1CCN(c2ccccc2)CC1)c1ccc2ccccc2n1 | 2% | 6 | 3 | -1%
CC(=O)Nc1ccc(N2C(=O)C3C4CC(=O)C(c5ccccc54)C3C2=O)cc1 (stereo not drawn) | 3%[11.4 µM] | -8[1.84 µM] | 13 | 1%
Cc1ccc2c(c1)c1ncnc(N3CCC4(CC3)OCCO4)c1n2C | -1% | 2 | 0 | -8%
CCOc1ccccc1N(CC(=O)NC1CCCCC1)S(C)(=O)=O | 2% | 1 | -3 | 1%
COCCN(C(=O)CCCC(=O)Nc1ccccn1)C(C(=O)NC1CCCCC1)c1ccc(C)cc1 (stereo not drawn) | -1% | 4 | 13 | 1%

Of the compounds above, these contain bromine:
SMILES | ALOX15B inhib | IMPase inh | PNC inhibitor | 12-hLO inh
COC(=O)c1ccccc1N/C=C/C(=O)c1ccc(Br)cc1 | x | x | -22 | -13%
CCCc1c(C)nc2c(Br)cccc2c1Cl | x | -4 | u | 5%
COC(=O)c1cc(Br)ccc1-c1ccc(/C=N/n2nnnc2N)o1 | -3% | 6 | 6 | -3%

Next results follow:
SMILES | ALOX15B inhib | IMPase inh | PNC inhibitor | 12-hLO inh
Cc1cccc(-c2cc3nc4c(c(N5CCCC(O)C5)n3n2)CCC4)c1 (stereo not drawn) | 14% | 16 | -11 | -8%
O=C1C2C3C=CC(C3=C(c3ccccc3)c3ccccc3)C2C(=O)N1CCO (stereo not drawn) | -7% | 13 | 8 | 3%
O=C(NCCSc1ccccc1)c1cccnc1 | -2% | 2 | -15 | -3%
C/C(=N\NC(=O)CCCNc1ccc(C)cc1)c1ccccn1 | x | x | 27 | -3%
O=C(Nc1cccc(NC(=O)c2ccc(-c3ccc(Br)cc3)o2)c1)c1ccccc1 | -12% | -7 | 26 | -1%
O=S(=O)(NC1CCCCC1Sc1ncccn1)c1ccccc1 (stereo not drawn) | x | x | 13 | 1%
O=C(CCN1CCCCC1)Nn1c(=S)[nH]c2ccccc2c1=O | 3% | -2 | u | -6%
COc1cc(C(=S)N2CCOCC2)ccc1OC(=O)c1cc([N+](=O)[O-])cc([N+](=O)[O-])c1 | x | 6 | 17 | -1%
O=C(c1cccc(F)c1)N1CCN(S(=O)(=O)c2ccccc2)CC1 | 4% | 0 | u | 7%
CCc1ccc(CC2S/C(=C(\C#N)C(C)=O)NC2=O)cc1 (stereo not drawn) | 1% | 6 | -11 | u

Record cards, from the list above:
Cc1cccc(-c2cc3nc4c(c(N5CCCC(O)C5)n3n2)CCC4)c1 (stereo not drawn) as listed: ALOX15B inhib: 14%; IMPase inh: 16; PNC inhibitor: -11; 12-hLO inh: -8%
COc1cc(C(=S)N2CCOCC2)ccc1OC(=O)c1cc([N+](=O)[O-])cc([N+](=O)[O-])c1 as listed: ALOX15B inhib: x; IMPase inh: 6; PNC inhibitor: 17; 12-hLO inh: -1%
